# Dynein transport = blocks dynein driven cargo transport along microtubules. 3617.4 mouse cells, GR-EGFP nuclear translocation imaging; test concentration mostly 20 µM; stimulated with dexamethasone, 1 µM; hits give low values. z-score, hits read low. 220,000 tested, 0.47% active;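 active = plate z-score of nuclear minus cytoplasmic receptor signal below a set negative limit, without overly bright fluorescence or cell loss, cut at about -3.5 in these data, passing the limit was not always enough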;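 also: z-score of nuclear minus cytoplasmic ring GR-EGFP intensity difference per well; some compounds called inactive have numbers as strong as hits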
#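 Also added – dexamethasone, 1.0 µM final · Buffer or medium – tet-free, stripped-serum medium · Schedule – induction 48 h, compound 1 h, agonist 30 min · Detection – formaldehyde fixation, Hoechst nuclear stain, 10x automated fluorescence imaging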
# human PMI inhibitors = MPI inhibition at elevated mannose 6-phosphate – biochemical, fluorescence intensity, high mannose 6-phosphate, primary screen (AID 1220); recombinant PMI enzyme, coupled fluorescence intensity; higher % means a stronger effect; inhibition, % at 20 µM, or IC50 in µM where a hit was titrated; 190,000 tested, 0.66% active
# XIAP antagonists = XIAP antagonists, biochemical, IAP family, fluorescence polarization (AID 1018); XIAP BIR domain, fluorescence polarization peptide displacement; higher % means a stronger effect; one-dose displacement, % at 20 µM; IC50 in µM for titrated hits; 200,000 tested, 0.007% active; in the data active = displacement above about 50%; also: a part of the inactive calls stands beside numbers as strong as those of hits
# SIAH1 antagonists = blockers of Siah-1 interaction with plectin peptide – biochemical, fluorescence polarization, rhodamine-plectin, uHTS, primary screen (AID 1817). Siah-1 / rhodamine-plectin peptide fluorescence polarization; higher % means a stronger effect. one-dose displacement, % at 20 µM; IC50 in µM for titrated hits. 290,000 tested, 0.02% active;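 active = displacement of at least 50% at 20 µM, with a fluorescence ratio check between 0.3 and a set limit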;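 also: plate controls were Siah plus tracer with DMSO for no effect and tracer alone without Siah for full effect; strong numbers were not always called active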
# P. falciparum M17LAP = P. falciparum M17LAP inhibitors, primary screen, biochemical, fluorogenic H-Leu-NHMec substrate, 1536-well (AID 1619); one-dose inhibition, % at 30 µM; IC50 in µM for titrated hits; recombinant M17LAP, H-Leu-NHMec fluorogenic kinetic assay; higher % means a stronger effect; 220,000 tested, 0.38% active;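 active = compound inhibiting the enzyme by more than half at any dose during confirmatory dose-response retesting; inconclusive = strong single-dose inhibitors picked by rank but not retested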;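 also: plate controls were full reaction with DMSO carrier for no effect and no enzyme background for full effect; strong numbers were not always called active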
# P. falciparum M1AAP = P. falciparum M1AAP inhibitors, biochemical, fluorogenic H-Leu-NHMec substrate, 1536-well (AID 1445). recombinant M1AAP, H-Leu-NHMec fluorogenic kinetic assay; higher % means a stronger effect. one-dose inhibition, % at 30 µM; IC50 in µM for titrated hits. 220,000 tested, 0.42% active;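 active = primary inhibition above the hit cutoff, then over 50% inhibition at one or more dose response concentrations, cut at about 23% in these data, passing the limit was not always enough; inconclusive = conflicting primary data, or primary hits not chosen for dose response; inactive = low primary inhibition, or under 50% at every dose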;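 also: plate controls were DMSO full reaction for no effect and no enzyme background for full effect; strong numbers were not always called active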
# LYP inhibition = inhibitors of LYP phosphatase, biochemical, fluorescence intensity, uHTS (AID 1779); recombinant LYP phosphatase, fluorescence intensity; higher % means a stronger effect; inhibition, % at 11.5 µM, or IC50 in µM where a hit was titrated; 290,000 tested, 0.054% active;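 also: plate controls were vehicle with enzyme for no effect and no enzyme for full effect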
# AID2073 = disruptors of CaV2.2 binding to Mint1 – biochemical, HTRF (AID 2073) | HTRF protein-protein interaction, Mint1-CaV2.2; higher % means a stronger effect | inhibition, % at 20 µM, or IC50 in µM where a hit was titrated | 290,000 tested, 0.19% active; in the data active = inhibition mostly above about 51%, no sharp cut-off; inconclusive = no clear call, values can overlap the other calls; inactive = mostly below about 53%; also: some results filed as inactive read as strong as hits
# human PMI inhibition = inhibitors of human PMI, primary screen, biochemical, fluorescence intensity, coupled assay (AID 1209) | purified PMI enzyme, coupled fluorescence intensity; higher % means a stronger effect | inhibition, % at 20 µM, or IC50 in µM where a hit was titrated | 190,000 tested, 0.42% active;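 also: plate controls were DMSO vehicle for no effect and wells lacking substrate for full effect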
# Dynein transport cytoplasmic EGFP = also measured in Dynein transport; calls as there; z-score; measured here: cytoplasmic GR-EGFP intensity; hits give high values
# Dynein transport nuclear GR-EGFP = second read-out of Dynein transport, no call of its own (marks repeat the call); z-score; measured here: nuclear GR-EGFP intensity;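 lower value marks the stronger effect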
# Dynein transport cell count = second read-out of Dynein transport, no call of its own (marks repeat the call); z-score; measured here: cell count per field
# Numbers without * were called inactive; ? = inconclusive; nt = not tested or not shown. Rule as the data show it, unless noted: active = inhibition above about 50%; inactive = the rest.
# Start of the data: the first three entries, to show the layout:
no.	Compound	Dynein transport	Dynein transport cytoplasmic EGFP	Dynein transport nuclear GR-EGFP	Dynein transport cell count	human PMI inhibitors	XIAP antagonists	SIAH1 antagonists	P. falciparum M17LAP	P. falciparum M1AAP	LYP inhibition	AID2073	human PMI inhibition
1	Cc1cc(C(=O)CN2C(=O)NC3(CCC(C)CC3)C2=O)c(C)n1C (stereo unspecified)	-0.69	-0.23	-0.19	-0.25	-3%	1.4%	-2%	-5%	3%	1%	4%	-4%
2	CCOC(=O)CSC1=C(C#N)C(c2ccc(C)s2)CC(=O)N1 (stereo unspecified)	0.11	-0.35	-0.014	-0.46	10%	-2.8%	-2%	-1%	-1%	0%	4%	-2%
3	COc1cc(CN2CCC(C(=O)N3CCC(C)CC3)CC2)cc(Br)c1O	-0.13	-0.18	0.25	0.38	19%	-2.2%	2%	14%	7%	-1%	-9%	17%

# Results, previewed entries included:
no.	Compound	Dynein transport	Dynein transport cytoplasmic EGFP	Dynein transport nuclear GR-EGFP	Dynein transport cell count	human PMI inhibitors	XIAP antagonists	SIAH1 antagonists	P. falciparum M17LAP	P. falciparum M1AAP	LYP inhibition	AID2073	human PMI inhibition
1	Cc1cc(C(=O)CN2C(=O)NC3(CCC(C)CC3)C2=O)c(C)n1C (stereo unspecified)	-0.69	-0.23	-0.19	-0.25	-3%	1.4%	-2%	-5%	3%	1%	4%	-4%
2	CCOC(=O)CSC1=C(C#N)C(c2ccc(C)s2)CC(=O)N1 (stereo unspecified)	0.11	-0.35	-0.014	-0.46	10%	-2.8%	-2%	-1%	-1%	0%	4%	-2%
3	COc1cc(CN2CCC(C(=O)N3CCC(C)CC3)CC2)cc(Br)c1O	-0.13	-0.18	0.25	0.38	19%	-2.2%	2%	14%	7%	-1%	-9%	17%
4	COc1cc(C(=S)N2CCOCC2)cc(OC)c1OC(=O)c1cc([N+](=O)[O-])cc([N+](=O)[O-])c1	-0.12	-0.1	0.12	-0.49	2%	0.9%	1%	-2%	0%	-1%	-19%	1%
5	COc1ccc2c(CC(=O)Nc3ccccc3OC)coc2c1	0.22	-0.13	0.48	-0.58	6%	-14%	-5%	-1%	5%	-10%	10%	-1%
6	CCc1ccnc(NC(=O)NS(=O)(=O)c2ccc(C)cc2)c1	-0.61	-0.032	-0.2	1.1	nt	nt	0%	-4%	4%	2%	17%	nt
7	CCOC(=O)c1cc2sccc2n1CC(=O)Nc1ccc(OC)cc1OC	-0.66	-0.22	-0.47	0.68	17%	-2.1%	6%	1%	2%	0%	6%	16%
8	O=C(c1ccc(C(F)(F)F)cc1)N1CCC(=O)N(C(COCc2ccc(C(F)(F)F)cc2)Cc2ccccc2)CC1 (stereo unspecified)	1	-0.28	0.76	0.4	10%	-1.8%	-9%	4%	-1%	12%	19%	7%
9	C/C(=N\NC(=O)Cc1cccn1C)c1cccs1	2.1	-0.2	2.3	-1.5	5%	-1.7%	1%	17%	10%	-1%	16%	-4%
10	O=C(OCC(=O)N1CCc2ccccc2C1)c1cccc([N+](=O)[O-])c1	1.6	-0.09	0.83	-0.97	-2%	-5.6%	8%	6%	-6%	-1%	-4%	4%
11	O=C(CN1CCN(c2cccc(Cl)c2)CC1)Nc1nccs1	-0.22	-0.29	0.41	-0.24	-3%	-16%	0%	1%	5%	-4%	-4%	-7%
12	N#Cc1c(N)oc(-c2cccs2)c1-c1cccs1	-0.77	-0.14	-0.11	-0.028	-2%	-8.4%	2%	9%	10%	5%	2%	8%
13	Cc1cc(C)cc(C(=O)NCC(=O)OCC(=O)Nc2cccnc2Cl)c1	-0.37	-0.32	0.099	0.23	8%	1.6%	-6%	-1%	4%	-8%	-3%	7%
14	Cc1cc(NS(=O)(=O)c2ccc(-c3ccccc3)cc2)no1	-0.57	-0.31	-0.32	0.87	-8%	-10%	0%	13%	-1%	3%	8%	-3%
15	O=C(NC1=NCCS1)C1CCCCC1	1	-0.32	0.79	0.08	-5%	-6.2%	10%	-5%	4%	-2%	3%	0%
16	Cc1cccc(C(=O)O/N=C2\CCSc3ccc(C)cc32)c1	-0.051	-0.22	-0.33	0.052	12%	-4.9%	0%	-12%	8%	3%	-2%	11%
17	CN(C)CCCN(C(=O)COc1ccccc1)c1nc2c(Cl)cccc2s1	0.59	-0.29	-0.11	-0.9	-11%	0.1%	8%	0%	6%	-6%	-5%	-16%
18	O=C(Nc1ccc2oc(-c3cccc4ccccc34)nc2c1)c1ncn[nH]1	-0.94	-0.022	-0.22	0.26	9%	-16%	8%	-11%	12%	-5%	2.9µM*	7%
19	Cc1sc(-c2ccncc2)nc1OC(=O)c1cc(Cl)cc(Cl)c1	-0.76	0.016	-0.073	-0.27	1%	-14%	3%	1%	7%	2%	4%	8%
20	O=C(Nc1ccc(Br)cc1F)C1CCCO1 (stereo unspecified)	0.29	-0.15	0.057	0.35	6%	1.0%	5%	-9%	-6%	-4%	40%	2%
21	COc1cccc(C2CC(c3ccc(Cl)cc3)n3nc(N)nc3N2)c1 (stereo unspecified)	1.6	-0.066	0.82	-1	17%	-3.8%	-1%	4%	10%	-6%	-7%	10%
22	CCc1nnc(NC(=O)CSc2nnc(CSc3nc(C)cc(C)n3)n2C)s1	-0.73	-0.0053	-0.14	-0.1	6%	-0.7%	2%	-7%	-3%	-12%	-8%	0%
23	CCC(C)c1ccccc1NC(=O)COC(=O)c1ccc(C)c(NC(=O)c2ccco2)c1 (stereo unspecified)	-0.24	-0.021	0.18	-0.61	1%	-3.8%	-5%	4%	-1%	-7%	-22%	16%
24	COc1cccc(OC)c1NC(=O)NC(=O)c1c(OC)c(Br)cc([N+](=O)[O-])c1OC	-0.21	-0.27	-0.12	0.53	nt	nt	2%	2%	6%	14%	7%	nt
25	CC1(C)CC(=O)C(C(N)=NC(=O)c2ccc([N+](=O)[O-])cc2)=C(O)C1	-0.8	-0.26	-0.27	0.068	-2%	-3.3%	0%	4%	4%	-6%	11%	-2%
26	O=C(Nc1ccccc1N1CCOCC1)c1csc2c1CCCC2	1.8	-0.13	0.71	-1.9	nt	nt	-1%	10%	2%	-3%	9%	nt
27	c1cc2c(cnc3cscc32)s1	1.4	-0.21	0.47	-0.63	4%	-6.0%	-3%	-20%	3%	-6%	-7%	20%
28	Clc1ccc(-c2c[nH]c3ccccc23)nn1	0.22	-0.1	0.38	-0.74	4%	-5.5%	1%	-7%	-2%	-7%	3%	1%
29	COC(=O)/C(=C(/F)Sc1cc(C)c(O)c(C)c1)C(F)(F)F	-0.75	-0.25	-0.26	0.66	9%	-6.1%	0%	0%	12%	-1%	-37%	12%
30	CC(C(=O)NCc1cccs1)N1C(=O)c2ccccc2C1=O (stereo unspecified)	0.23	-0.22	0.26	0.00066	-2%	-0.2%	0%	5%	0%	-11%	5%	-4%
31	Cc1ccc(NC(=O)OC(C)CNC(=O)Oc2cccc(C)c2)cc1 (stereo unspecified)	-0.45	-0.28	-0.27	0.59	2%	-2.5%	-6%	-2%	5%	-3%	-2%	7%
32	CCN(CC)CC#CCC1(O)c2ccccc2-c2ccccc21	-0.07	-0.19	0.5	0.19	-9%	-5.0%	1%	7%	-3%	0%	-2%	-6%
33	Cc1cccc(NCc2ccccc2)c1	-0.085	-0.28	-0.17	0.59	nt	nt	5%	-6%	-2%	-7%	-18%	nt
34	Cc1cc(OCC(=O)NC2CCN(C)CC2)ccc1[N+](=O)[O-]	-0.88	-0.25	0.057	0.55	4%	-4.0%	-3%	4%	0%	-4%	11%	7%
35	O=C(C1CCCN1S(=O)(=O)c1cccc2cccnc12)N1CCN(c2ccccc2)CC1 (stereo unspecified)	-0.57	-0.17	-0.32	-0.16	6%	-4.6%	2%	11%	7%	2%	0%	-5%
36	COc1ccc(CC(=O)N2CCCC(C)C2)cc1 (stereo unspecified)	-0.033	-0.22	-0.79	0.26	-13%	-4.9%	-1%	47%	1%	-11%	-22%	-2%
37	O=C1C(Cc2ccc(O)cc2)NC(=S)N1c1ccccc1 (stereo unspecified)	0.29	-0.19	-0.25	-0.59	-4%	-7.6%	-3%	5%	-2%	-9%	-11%	-3%
38	Cc1ccc(C)n1-c1ccc(C(=O)/C=C/N(C)C)cc1	-0.69	-0.29	0.085	-0.56	-11%	-5.7%	2%	7%	22%	1%	22%	-17%
39	O=C(/C=C/c1ccc(S(=O)(=O)N2CCOCC2)cc1)NCc1ccccc1Cl	-0.15	-0.23	0.32	-0.5	-3%	-7.6%	-2%	10%	2%	-5%	-2%	0%
40	COc1ccc2cc(CN(CC3CCCO3)S(=O)(=O)c3ccc(C(C)=O)cc3)c(=O)[nH]c2c1 (stereo unspecified)	0.43	-0.2	0.9	0.83	16%	-6.9%	1%	-18%	2%	-2%	7%	18%
41	Cc1ccc(NC(=O)C2CCN(S(=O)(=O)c3cccc4cccnc34)CC2)nc1	-0.72	-0.17	-0.34	-0.13	0%	-2.3%	0%	-3%	2%	-6%	47%	-1%
42	CCOc1cc(/C=C2\C(=O)N(c3nc(-c4ccc(Br)cc4)cs3)N=C2c2ccccc2)ccc1O	-0.34	1.2	-0.24	0.71	-30%	-5.0%	-1%	32%	16%	10%	38%	-12%
43	CCOC(=O)CNC(=O)CSc1nnc(NC(=O)c2ccccc2Cl)s1	-1.5	-0.27	-0.069	0.69	7%	-4.6%	-4%	-1%	1%	-8%	4%	5%
44	CN1/C(=C\C=Nc2cc(S(=O)(=O)N3CCOCC3)ccc2N2CCOCC2)C(C)(C)c2ccccc21	1.2	-0.18	0.83	-1.6	4%	-7.5%	3%	25%	2%	-1%	0%	15%
45	CN(CC(=O)O)c1ccc(C(F)(F)F)cc1[N+](=O)[O-]	0.37	-0.31	0.2	0.33	-4%	nt	-5%	3%	11%	-4%	-6%	-8%
46	COc1ccc(C(=O)Nc2ccc(S(=O)(=O)N3CCCC3)cc2)cc1	0.62	-0.29	0.98	-0.95	2%	-3.1%	0%	-5%	-8%	-4%	5%	6%
47	c1ccc(-c2ccc(-c3nc(-c4ccccn4)no3)cc2)cc1	-0.79	-0.16	-0.12	0.45	4%	-3.7%	-4%	2%	15%	-6%	-5%	1%
48	Cc1ccc(NC(=O)C2CCCNC2=O)nc1 (stereo unspecified)	-0.17	0.024	0.3	-0.29	0%	-2.0%	2%	1%	-6%	-2%	-2%	-1%
49	COc1ccc(OCc2nc3c4c(ncn3n2)-c2ccccc2CC42CCCC2)cc1	0.45	-0.12	0.31	-0.82	3%	-1.1%	15%	-11%	5%	-1%	?	14%

# From PubChem
